IL1B cytotox: cytotoxicity in IL-1B stimulated HUVEC, primary screen, cytotoxicity control for IL-1B NFkB translocation project, imaging, Hoechst nuclear count, IL-1B stimulus. cell count reduction, % at 2 µM. actives 0.41% (n = 94,000). AID 845, 2007. HUVEC cell count loss;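 active = cell count reduction more than 3 SD above the screen-wide mean, cut at about 70% in these data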;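 note: normalized per plate to untreated control cells as the no-loss baseline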
VCAM1 TNFa inh: inhibitors of TNFa-induced VCAM1 expression, primary screen, imaging, HUVEC, TNFa stimulus, immunofluorescence; inhibition, % at 2 µM; actives 0.48% (n = 95,000); HUVEC TNFa-induced VCAM-1 immunofluorescence, high-content imaging; AID 802, 2007;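 active = inhibition above the batch mean plus 3 SD, with images confirmed as a hit by eye, cut at about 37% in these data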;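 note: 0% = TNF-stimulated DMSO wells and 100% = unstimulated control wells; not every result past the cut was called active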
MT1-MMP txn act: MT1-MMP promoter reporter activation – cell-based, luciferase luminescence, primary screen. HT1080 MT1-MMP promoter luciferase reporter, overnight; active compounds read high. activation factor at 10 µM. actives 0.16% (n = 86,000). AID 750, 2007;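 active = activation factor of at least 2 for MT1-MMP transcription at 10 µM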
Candida biofilm: clotrimazole potentiators killing Candida biofilms, primary screen, with clotrimazole, Alamar Blue. C. albicans biofilm + clotrimazole. inhibition, % at 6 µM. actives 0.14% (n = 85,000). AID 834, 2007;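 active = inhibition above 20%; inactive = inhibition below 20%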;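 note: preformed 24 hr biofilms exposed to compound for 48 hr; 0% = biofilm without compound and 100% = blank killed by clotrimazole plus chlorhexidine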
Smad3 FoxH1 inh: Smad3/FoxH1 peptide binding inhibitors, primary screen, biochemical, TR-FRET; Mothers against decapentaplegic homolog 3 (Homo sapiens), P84022; TR-FRET Smad3/Dy647-FoxH1 peptide binding, europium anti-His; inhibition, % at 25 µM; actives 0.29% (n = 88,000);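 active = compounds that reduce the energy-transfer binding signal between the protein and its labelled peptide by more than half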;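 note: 0% = Smad3 plus labelled peptide maximal FRET and 100% = peptide-only background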
Target sequence (P84022 whole entry, looked up): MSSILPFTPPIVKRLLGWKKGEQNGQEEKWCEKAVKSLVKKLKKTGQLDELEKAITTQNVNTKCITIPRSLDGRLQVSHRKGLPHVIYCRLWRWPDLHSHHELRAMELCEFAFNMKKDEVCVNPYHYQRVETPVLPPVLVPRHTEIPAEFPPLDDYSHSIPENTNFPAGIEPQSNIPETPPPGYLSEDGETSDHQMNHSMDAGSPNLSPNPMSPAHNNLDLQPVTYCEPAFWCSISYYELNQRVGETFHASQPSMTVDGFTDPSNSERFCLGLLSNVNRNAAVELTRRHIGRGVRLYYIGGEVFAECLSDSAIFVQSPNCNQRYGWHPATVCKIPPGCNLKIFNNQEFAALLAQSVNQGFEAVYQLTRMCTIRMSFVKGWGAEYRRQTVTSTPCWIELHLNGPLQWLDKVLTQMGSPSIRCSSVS
PTPN22 inh 2: PTPN22 phosphatase inhibitors, primary screen, biochemical, DiFMUP fluorescence, 2 µM | inhibition, % at 2 µM | actives 0.21% (n = 96,000) | recombinant LYP catalytic domain | Tyrosine-protein phosphatase non-receptor type 22 (Homo sapiens), Q9Y2R2;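 active = inhibition at 2 µM at or above a set limit, the screen mean plus 3 SD, cut at about 24% in these data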;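 note: 0% = DMSO with enzyme and 100% = enzyme fully blocked by orthovanadate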
DAT uptake mod: changed hDAT dopamine uptake under cocaine IC80, either direction, primary screen, cocaine antagonist project, cell-based, LLC-PK1 hDAT, [14C]-dopamine uptake, MLSMR | B-score at 10 µM | LLC-PK1 hDAT cells, [14C]-dopamine uptake with cocaine IC80; actives deviate in either direction | Sodium-dependent dopamine transporter (Homo sapiens), Q01959 | actives 1.3% (n = 110,000);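 active = Z score or B-score, a plate-position-corrected score, falls beyond the plate's 99.7% confidence bounds, in either direction; inactive = both scores lie inside the 99.7% bounds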;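 note: scored against the spread of the other compound wells on the same plate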
Target sequence (Q01959 whole entry, looked up): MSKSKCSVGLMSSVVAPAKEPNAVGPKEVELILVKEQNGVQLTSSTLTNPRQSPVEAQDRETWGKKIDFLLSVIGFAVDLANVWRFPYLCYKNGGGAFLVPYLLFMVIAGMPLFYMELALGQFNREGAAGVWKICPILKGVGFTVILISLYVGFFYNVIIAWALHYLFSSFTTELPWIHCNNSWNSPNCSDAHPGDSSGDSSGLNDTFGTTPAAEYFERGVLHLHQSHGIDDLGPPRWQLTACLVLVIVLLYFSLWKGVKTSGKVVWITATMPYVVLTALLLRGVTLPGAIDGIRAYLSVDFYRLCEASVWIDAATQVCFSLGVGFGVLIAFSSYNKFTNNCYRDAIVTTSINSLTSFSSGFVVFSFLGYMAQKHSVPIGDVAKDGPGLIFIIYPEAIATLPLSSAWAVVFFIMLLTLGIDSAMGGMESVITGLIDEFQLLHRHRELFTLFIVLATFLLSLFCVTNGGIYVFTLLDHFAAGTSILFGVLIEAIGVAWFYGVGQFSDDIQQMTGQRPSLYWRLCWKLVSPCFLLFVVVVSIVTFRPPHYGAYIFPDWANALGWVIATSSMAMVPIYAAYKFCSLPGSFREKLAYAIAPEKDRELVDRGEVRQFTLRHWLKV
TNFa cytotox: cytotoxicity in TNFa-stimulated HUVEC, primary screen, cytotoxicity control for VCAM1 expression modulator project, imaging, Hoechst nuclei count. HUVEC TNFalpha-stimulated, Hoechst cell count. cell count reduction, % at 2 µM. actives 0.17% (n = 93,000). AID 848, 2007;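 active = cell count reduction exceeding the screen mean by over 5 SD, scaled to untreated wells per plate, cut at about 78% in these data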;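 note: cells counted after 24 h of TNF alpha exposure following the 1 h pretreatment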
F-actin modifier: modifiers of F-actin cytoskeleton organization, primary screen, imaging, HUVEC, phalloidin staining, high-content imaging. HUVEC TNFa F-actin phalloidin imaging. inhibition, % at 2 µM. actives 0.18% (n = 91,000). AID 836, 2007;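 active = inhibition above the batch mean plus 3 SD and confirmed as a hit by visual image inspection, cut at about 30% in these data, passing the limit was not always enough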; note: strong numbers were not always called active
The depositor's hits bear a star; · = not tested or not shown; [ ] = dose if it differs, or a comment. This is a subset. The share of hits here may be higher or lower than overall.

SMILES	IL1B cytotox	VCAM1 TNFa inh	MT1-MMP txn act	Candida biofilm	Smad3 FoxH1 inh	PTPN22 inh 2	DAT uptake mod	TNFa cytotox	F-actin modifier
CCOC(=O)c1c(NC(=O)CSc2nnc(C)c(=O)[nH]2)sc2c1CCCC2	-20	-11	1.1	0	2	5	2.2	-10	-11
COc1ccccc1CC(=O)NC1CC(C)(C)NC(C)(C)C1	-62	-3	1.1	5	-4	-2	1.6	1	-38
CCc1nnc(NC(=O)C2CCCN(c3nc(C)cc(C)n3)C2)s1 (stereo unspecified)	-7	19	1	8	-7	-3	-0.76	-19	7
O=C(c1ccncc1)N1CCN(C(=O)c2cccs2)CC1	-2	5	1.1	5	-1	1	-0.035	-1	-4
CCOC(=O)c1ccc(-n2c(-c3ccco3)nc3ccccc3c2=O)cc1	·	·	1.1	1	3	·	0.2	·	·
Cc1nc(SCC(=O)N2CCc3ccccc3C2)c2c(C)c(C)sc2n1	-26	6	·	·	·	0	2.5	-21	24
Cc1ccc(CNc2oc(-c3ccco3)nc2C#N)cc1	9	-21	1.2	8	-4	1	·	-16	-1
CCCn1c(=N)n(CC(=O)c2ccco2)c2ccccc21	12	-1	1.1	4	3	3	0.096	-17	29
Cc1ccc(S(=O)(=O)CCc2nnc(NC(=O)c3cnccn3)s2)cc1	-34	18	1.1	2	6	-1	0.55	-44	30
CCN(c1ccc(NC(=O)COC(=O)c2ccc(S(=O)(=O)N3CCCC3)cc2)cc1)C(C)C	-26	7	·	·	·	5	-1.1	-30	9
CC(C)CC(NS(=O)(=O)c1ccc2c(c1)oc(=O)n2C)C(=O)NCc1cccnc1 (stereo unspecified)	14	-10	1	5	11	2	0.026	-9	-5
CCOc1ccc(CCNC(=O)C2CCN(S(=O)(=O)N3CCOCC3)CC2)cc1OCC	-83	-11	1.2	11	4	4	0.058	-26	·
Cc1ccc(N2CC(C(=O)NCCc3ccc(S(N)(=O)=O)cc3)CC2=O)cc1 (stereo unspecified)	-28	-6	1.1	3	-6	-7	-0.37	-18	5
Cc1ccccc1C(=O)N1CCC(C(=O)Nc2ccc(F)cc2)CC1	-14	4	1.3	9	-4	2	0.46	-13	14
COc1ccc(S(=O)(=O)N2CC3CCCN3c3ccc(C(F)(F)F)cc32)cc1 (stereo unspecified)	0	4	·	·	·	14	-0.2	-10	-18
O=C(NC1CCSC1=O)c1ccccc1 (stereo unspecified)	-19	16	1.2	5	-13	-30	-0.36	-2	0
Cc1ccc(-c2nnc(SCC(=O)Nc3ccc(N4CCOCC4)cc3)o2)cc1	-19	8	·	·	·	-1	-0.3	-12	-18
CCC(c1nc2ccccc2c(=O)n1CCCn1ccnc1)N1C(=O)c2ccccc2C1=O (stereo unspecified)	4	2	1	6	3	2	0.62	-4	-2
COc1ccccc1N1CCN(C(=O)CCCC2=NS(=O)(=O)c3ccccc3N2)CC1	·	·	1.1	13	2	·	0.9	·	·
CCC(Sc1nnnn1-c1ccccc1)C(=O)NC(C)c1ccccc1 (stereo unspecified)	-9	16	1.2	6	-9	-1	-0.04	-7	-22
CCOC(=O)N1CCC(NC(=O)Cc2ccc(-n3c(=O)[nH]c4ccccc4c3=O)cc2)CC1	-26	1	1	5	11	-7	·	-25	6
CC1CCc2cc(F)ccc2N1C(=O)CSc1nnc2c3ccccc3n(C)c2n1 (stereo unspecified)	-21	-8	·	·	·	-1	0.0081	-4	-18
CC1(C)CC(=O)C=C(NCc2ccncc2)C1	-29	-2	1.3	·	·	-8	0.39	-9	-18
CC(=O)Nc1c(C#N)c(C(C)(C)C)cn1C	-4	13	1.2	2	-3	-4	-0.5	-6	5
COc1cccc(C(=O)NC2CC3CCCC(C2)N3CC(=O)Nc2ccc(N(C)C)cc2)c1 (stereo unspecified)	-21	20	1.1	10	-7	-15	-0.48	-12	-9

A draw from above in order of number of heavy atoms, low to high.
SMILES	IL1B cytotox	VCAM1 TNFa inh	MT1-MMP txn act	Candida biofilm	Smad3 FoxH1 inh	PTPN22 inh 2	DAT uptake mod	TNFa cytotox	F-actin modifier
O=C(c1ccncc1)N1CCN(C(=O)c2cccs2)CC1	-2	5	1.1	5	-1	1	-0.035	-1	-4
CCC(Sc1nnnn1-c1ccccc1)C(=O)NC(C)c1ccccc1 (stereo unspecified)	-9	16	1.2	6	-9	-1	-0.04	-7	-22
CCOC(=O)c1ccc(-n2c(-c3ccco3)nc3ccccc3c2=O)cc1	·	·	1.1	1	3	·	0.2	·	·
CCC(c1nc2ccccc2c(=O)n1CCCn1ccnc1)N1C(=O)c2ccccc2C1=O (stereo unspecified)	4	2	1	6	3	2	0.62	-4	-2

Remaining list, next part
SMILES	IL1B cytotox	VCAM1 TNFa inh	MT1-MMP txn act	Candida biofilm	Smad3 FoxH1 inh	PTPN22 inh 2	DAT uptake mod	TNFa cytotox	F-actin modifier
O=C(N1CCN(c2ccccc2)CC1)C(F)(F)C(F)F	1	-6	·	5	4	1	0.39	·	-2
COc1cccc(-n2c(SCC(N)=O)nnc2-c2c[nH]c3ccccc23)c1	·	·	1.2	5	-14	·	1.8	·	·
Cc1sc2c(c1C)c(=O)n(-c1cccc(C(F)(F)F)c1)c(=O)n2CC(=O)NCc1ccco1	·	6	1	4	10	-6	-0.54	-21	1
COc1ccc(C2=NOC(C(=O)NC(C)C)C2)cc1 (stereo unspecified)	-14	-1	1.2	9	2	5	-0.12	-6	-21
CCOC(=O)C1C2C=CC3(CN(C4CCCC4)C(=O)C13)O2 (stereo unspecified)	·	·	1.1	-3	7	·	-0.84	·	·
O=S(=O)(c1cccc2cccnc12)N1CCc2ccccc21	17	-10	1	8	1	-5	0.49	-8	-1
CCN(CC)S(=O)(=O)c1cccc(-c2nnc(SCC(=O)NC3CCCCCC3)n2N)c1	3	11	1.1	3	4	3	0.11	8	·
CC(C)NC(=O)C(=O)N/N=C/c1ccco1	-6	3	·	·	·	7	-0.85	1	1
CCOc1cccc2cc(-c3nnc(NCc4ccco4)s3)c(=O)oc12	-17	-3	1.5	4	-4	-8	0.77	-16	-5
O=C(c1ccc(S(=O)(=O)N2CCCCCC2)cc1)N1CCN(c2ccccn2)CC1	26	3	1.2	3	21[fluorescence artefact?]	16	-1.2	13	-1
Cc1ccc(OCc2nc(C#N)c(NCc3ccc4c(c3)OCO4)o2)cc1	2	30	1	-2	-10	6	-0.29	2	-17
O=C(Nc1ccccc1C(F)(F)F)N1CCN(c2ccc3nncn3n2)CC1	·	·	1	4	2	·	0.024	·	·
O=C1Cc2ccccc2Sc2ccc(Cl)cc21	16	10	·	·	·	8	-0.56	-25	11
Cn1nnnc1SCCOc1ccc(C#N)cc1	19	-11	1.3	0	5[fluorescence artefact?]	-10	0.04	2	-15
CCn1cc(NC(=O)Nc2ccc(OC)c(OC)c2)c(C(N)=O)n1	-114	·	1.1	4	-3	-17	0.29	·	·
CCOc1cc(C2/C(=C(\O)c3cc(C)ccc3C)C(=O)C(=O)N2CCN(C)C)ccc1O (stereo unspecified)	17	9	1.1	5	-1	5	0.36	-17	9
COc1ccc(C2CC(C(F)(F)F)n3nc(C(=O)O)c(Br)c3N2)cc1 (stereo unspecified)	1	12	1	-1	-12	-1	0.15	15	5
O=C(NCCN1CCN(Cc2ccccc2)CC1)C1c2ccccc2C(=O)N2CCc3ccccc3C12 (stereo unspecified)	-5	9	1.1	4	1	-6	-0.29	-10	-37
Cc1ccc2c(c1)N(CCCC(=O)NCC1COc3ccccc3O1)C(=O)CO2 (stereo unspecified)	-7	0	1.1	2	10	-14	0.21	4	2
Cc1ccc(CN(C(=O)C(F)(F)F)C(C(=O)NC2CCCCC2)c2ccco2)cc1 (stereo unspecified)	28	7	1.1	·	7[fluorescence artefact?]	10	-0.39	-7	11
O=C(Nc1nnc(C2CCCO2)s1)c1ccc(Br)cc1 (stereo unspecified)	-14	-4	1.4	3	4	4	1.2	-17	0
Cc1ccc(N(Cc2cc3ccccc3[nH]c2=O)C(=O)c2ccco2)c(C)c1	-16	11	1	0	-4	-14	0.48	-31	-33
COc1ccccc1CNC(=O)C1CCC(CNc2c(N3CCOCC3)c(=O)c2=O)CC1 (stereo unspecified)	0	1	1.1	·	·	5	-1	10	-7
CCc1nc(SCc2cccnc2)[nH]c(=O)c1C	·	·	1	8	3	·	0.8	·	·
COc1ccc(CN2CC(C(=O)NCCCOC(C)C)CC2=O)cc1 (stereo unspecified)	-19	14	1.1	7	-1	-2	0.39	12	7
SMILES	IL1B cytotox	VCAM1 TNFa inh	MT1-MMP txn act	Candida biofilm	Smad3 FoxH1 inh	PTPN22 inh 2	DAT uptake mod	TNFa cytotox	F-actin modifier
CCc1nc(-c2ccc(C)nc2OC)no1	-39	26	·	9	-7	12	0.61	-21	-8
CCN(CC)C(=O)CSc1nc(O)c(Cc2ccccc2)c(=O)n1-c1ccccc1	-14	1	1.1	2	8	9	-0.37	-6	3
Nc1cc(-c2ccco2)no1	·	·	1.1	5	1	1	-0.58	·	·
CCC(C)(C)n1nnnc1C(c1ccccc1OC)N1CCSCC1 (stereo unspecified)	-26	0	1	7	0	-5	0.42	-6	10
Cc1sc2nc(C)n(/N=C/c3ccccc3)c(=O)c2c1C	9	9	0.9	-3	7	-6	0.071	0	·
O=C(O)c1ccc(-c2cccc(Cl)c2)o1	-39	4	1.2	7	-13	1	1.1	-32	3
COc1ccc(N=C2S/C(=C\c3cccs3)C(=O)N2CC(C)C)cc1	14	28	·	·	·	5	-0.51	-9	-7
CCCCc1[nH]nc2c1C1(C(=O)N(CC)c3ccccc31)C(C#N)=C(N)O2 (stereo unspecified)	27	2	1.1	7	3	3	-0.13	-4	45
O=C(O)c1cc2n(n1)C(C(F)(F)F)CC(c1ccccc1)N2 (stereo unspecified)	-34	-19	1.2	·	·	0	-0.23	-1	2
COc1ccc(S(=O)(=O)Nc2cc(C(=O)NC3CCCCCC3)ccc2N2CCOCC2)cc1	-8	8	1.2	-3	1	-5	2.4	-19	0
O=C(NCCc1ccccc1)c1nc2nc(-c3cccs3)cc(C(F)(F)F)n2n1	-14	18	1	5	-14	5	-0.12	13	8
O=C(Nc1ccc2c(c1)OCO2)c1ccc(Br)s1	-24	9	·	·	-5	-1	-1.1	0	-10
COc1cc(C2C(C#N)=C(N)Oc3cc(C)n(CCN4CCOCC4)c(=O)c32)cc(OC)c1OC (stereo unspecified)	-18	·	1	5	-2	6	-0.76	·	·
O=C(CNC(=O)c1ccco1)OCc1cccc(Cl)c1	-2	10	1.1	8	-2	-1	0.62	-10	2
Cc1ccc(CC(CC(=O)NCCc2ccc3c(c2)OCO3)C(=O)O)cc1 (stereo unspecified)	-1	13	1.1	1	21	-7	-1.4	-12	-7
CCOC(=O)C1=C(C)N(C)C(=O)NC1c1ccccc1OC (stereo unspecified)	10	·	1	-5	13[fluorescence artefact?]	-1	0.8	·	·
Clc1ccc(-n2c(SC/C=C/c3ccccc3)nnc2-c2cccnc2)cc1	-8	-3	1.1	3	8	0	1.9	-13	5
CCOc1cc(/C=C2/N=C(c3ccc(C(C)(C)C)cc3)OC2=O)cc(Cl)c1OS(C)(=O)=O	-16	20	·	·	·	5	1.2	-6	-14

Bioassay records as filed in PubChem BioAssay.
